Screening data as filed in PubChem BioAssay.
PRMT1 FP inh – inhibitors of human PRMT1; recombinant PRMT1, activity-based probe fluorescence polarization; AID 652257; inhibition, % at 2.79 µM; Q99873; 370,000 compounds, 1.3% hits;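 active means inhibition above about 21% made by adding two undisclosed values, limit read from the data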
rCAG binder – binds r(CAG) RNA repeats; r(CAG) RNA repeat, TO-PRO-1 dye displacement fluorescence; inhibition, % at 3 µM; 370,000 compounds, 1.3% hits;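 active means inhibition above the plate cutoff, the mean of all test compounds on that plate plus 3 SD, cut at about 35% in these data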;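 further: 0% = DMSO alone and 100% = 100 µM mitoxantrone as full dye displacement; higher means more dye released from RNA so lower well fluorescence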
LEDGF integ inh – blocks HIV-1 LEDGF/p75-dependent DNA integration; TR-FRET IN-LEDGF/p75 DNA integration, Eu/Cy5; inhibition, % at 3.7 µM; AID 743269; 370,000 compounds, 0.64% hits;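 active means inhibition above the screen-wide mean plus 3 SD, cut at about 13% in these data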;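 further: signal is the Cy5 over europium emission ratio at 671 and 618 nm; 0% = plate median of compound wells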
PG9 binder – binds the HIV-1 gp120 antibody PG9 | TR-FRET gp120-PG9 antibody binding | inhibition, % at 6.7 µM | 360,000 compounds, 0.43% hits | AID 624416; in the data active means inhibition above about 8.5%
Rev-erbA mod – modulators of human Rev-erb alpha DNA binding | Rev-erbα–FITC-DNA binding, fluorescence polarization, 90 min | P20393 | AID 1259318 | 370,000 compounds, 0.79% hits | activity, % at 10 µM;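 active means activity above about 14%, limit read from the data; passing the limit was not always enough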;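 further: 0% = DMSO wells with 35 nM protein and 100% = DMSO wells with 750 nM protein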
Target sequence (P20393 whole entry, looked up): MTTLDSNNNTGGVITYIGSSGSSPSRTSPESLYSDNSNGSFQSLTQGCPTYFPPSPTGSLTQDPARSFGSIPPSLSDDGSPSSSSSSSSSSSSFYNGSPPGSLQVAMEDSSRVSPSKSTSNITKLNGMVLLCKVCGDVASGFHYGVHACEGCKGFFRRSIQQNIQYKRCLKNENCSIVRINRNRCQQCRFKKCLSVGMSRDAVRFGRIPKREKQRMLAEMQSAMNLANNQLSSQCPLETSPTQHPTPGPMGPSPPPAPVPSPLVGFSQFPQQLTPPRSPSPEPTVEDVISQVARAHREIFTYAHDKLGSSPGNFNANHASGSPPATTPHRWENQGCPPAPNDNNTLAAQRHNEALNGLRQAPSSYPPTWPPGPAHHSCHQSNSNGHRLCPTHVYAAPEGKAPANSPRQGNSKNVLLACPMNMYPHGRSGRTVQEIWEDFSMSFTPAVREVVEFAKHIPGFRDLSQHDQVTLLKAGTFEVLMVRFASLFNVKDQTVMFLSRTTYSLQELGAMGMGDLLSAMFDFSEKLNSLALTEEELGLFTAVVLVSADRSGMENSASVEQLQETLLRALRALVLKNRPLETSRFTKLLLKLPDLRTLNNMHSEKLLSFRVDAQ
HTRA1 inhibitor – HTRA1 (human) protease inhibition. Q92743. recombinant HTRA1, FP-rhodamine activity-based probe, fluorescence polarization. inhibition, % at 5.96 µM. 340,000 compounds, 0.5% hits. AID 504803; in the data active means inhibition above about 36%;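 further: 0% = enzyme with DMSO and 100% = wells lacking enzyme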
TDP2 inh – blocks human TDP2 phosphodiesterase activity. 370,000 compounds, 0.34% hits. inhibition, % at 12.8 µM. O95551. recombinant TDP2, T5PNP hydrolysis, p-nitrophenol absorbance 415 nm;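 active means inhibition above the mean of all tested compounds plus 3 SD, set per campaign, cut at about 25% in these data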;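 further: 0% = DMSO with enzyme and 100% = buffer with substrate but no TDP2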
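test system = human TDP2 enzyme | input = TDP2 enzyme at 120 nM final | medium = 50 mM Tris-HCl pH 7.5 with Mg2+, KCl, DTT, BSA | also added = T5PNP substrate, 5 mM | times = 2 h at 37 °C | technique = epi absorbance | benchmarks = high control without enzyme, low control DMSO plus TDP2 | replication = each compound tested once, singlicate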
SIAE inh – inhibitors of human sialic acid acetylesterase SIAE; 370,000 compounds, 0.69% hits; inhibition, % at 9.66 µM; Q9HAT2; SIAE FP-Rh probe binding, fluorescence polarization;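 active means inhibition above a cutoff: mean of compounds within the control limits plus 3 SD of those, cut at about 17% in these data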;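 further: 0% = plate median of compound wells and 100% = probe without SIAE protein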
ABHD4 inh – inhibits mouse alpha/beta hydrolase domain 4; purified mABHD4, FP-Rh probe fluorescence polarization; Q8VD66; 370,000 compounds, 0.54% hits; inhibition, % at 8.92 µM;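 active means inhibition exceeding the mean over every tested compound plus 3 SD, cut at about 30% in these data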;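 further: 0% = plate median of compound wells and 100% = S159A mutant with DMSO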
Target sequence (Q8VD66 whole entry, looked up, the tested form may be a part): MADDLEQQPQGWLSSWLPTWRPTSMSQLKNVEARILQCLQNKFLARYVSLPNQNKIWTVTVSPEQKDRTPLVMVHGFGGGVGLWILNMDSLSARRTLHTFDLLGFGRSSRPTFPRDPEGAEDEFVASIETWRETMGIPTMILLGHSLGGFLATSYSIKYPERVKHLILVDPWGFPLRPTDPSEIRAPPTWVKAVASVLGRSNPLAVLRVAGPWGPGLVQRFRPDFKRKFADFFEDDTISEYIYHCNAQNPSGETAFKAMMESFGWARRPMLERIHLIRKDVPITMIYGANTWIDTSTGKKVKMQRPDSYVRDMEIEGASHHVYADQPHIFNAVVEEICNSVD
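assay system = mABHD4 protein | compound dosing = single nominal dose of 8.92 µM, 0.89% DMSO final | read-out basis = percent inhibition of probe binding, normalized to plate controls | schedule = Enzyme–compound pre-incubation 45 min, then probe 60 min, both 25 °C | detection = fluorescence polarization, excitation 525 nm, emission 598 nm, BODIPY TMR filters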
TCR CD3 inh – inhibitors of human TCR-CD3 interaction | TAMRA-labeled TCR probe fluorescence, biochemical | inhibition, % at 9.4 µM | 360,000 compounds, 0.37% hits | AID 651800; in the data active means inhibition above about 19%;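 further: recombinant mutant TCR 2C K166C tagged with TAMRA read by polarization; 0% = receptor in buffer alone and 100% = receptor with positive control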
* = called active by the depositor; / = not tested or not shown.

SMILES | PRMT1 FP inh | rCAG binder | LEDGF integ inh | PG9 binder | Rev-erbA mod | HTRA1 inhibitor | TDP2 inh | SIAE inh | ABHD4 inh | TCR CD3 inh
O=c1c2sc3nc(N4CCOCC4)c4c(c3c2ncn1CCc1ccccc1)CCCC4 | -2 | 0 | -3 | -1.0 | 10 | -9 | 6 | 15 | 7 | 6
COc1cc(OC)cc(-c2c(-c3cccs3)c3cc(-c4ccc5c(c4)OCO5)ccc3n2C)c1 | 0 | 10 | -1 | -10 | 1 | 17 | -16 | 1 | 9 | 4
O=[N+]([O-])c1ccc(CNc2cccc(F)c2)s1 | 4 | 0 | -7 | -1.6 | -2 | -1 | -12 | -3 | 3 | -11
COc1ccc(CCNc2ccc(C(CC(N)=O)NC(=O)c3cc(OC)ccc3OC)cc2[N+](=O)[O-])cc1 (stereo not given) | -2 | 5 | -2 | -0.3 | 3 | -18 | -5 | -3 | 4 | 2
COc1cccc(CNS(=O)(=O)c2ccc3c(c2)CCN3C(=O)C2CC2)c1 | 7 | -3 | -3 | 1.6 | -6 | -6 | 6 | 0 | -6 | -2
Nc1nnc(CC(=O)N/N=C/c2cccc(OCCOc3ccccc3)c2)s1 | 3 | 2 | 1 | -1.9 | -2 | -18 | 2 | -12 | 5 | -5
CN(Cc1ccccc1)C(=O)CCCn1c(=O)[nH]c2cc(Cl)ccc2c1=O | 2 | 1 | -4 | 1.9 | 4 | 3 | -6 | -9 | -3 | -7
O=C(CN1C(=O)NC2(CCCC2)C1=O)OCC(=O)c1cccc(Cl)c1 | 0 | 5 | 2 | -1.9 | -3 | -14 | 0 | -4 | 3 | 4
CCc1ccc(NC(=S)N(Cc2cccnc2)Cc2ccco2)cc1 | 0 | 2 | 2 | -1.2 | -4 | -11 | 2 | 3 | -5 | 10
COc1ccc(C2c3cc(OC)c(OC)cc3CCN2C(=O)c2ccccc2)cc1OC (stereo not given) | -2 | -6 | 2 | -2.7 | 3 | -7 | -5 | -3 | 4 | 9
O=C(NN=C(c1ccccc1)c1ccccn1)c1ccccc1 | -7 | 1 | 21* | 1.6 | 1 | 10 | 6 | -6 | -1 | 3
O=C(Nc1ccccc1)c1cc(C2CCCN(C(=O)C3CC3)C2)on1 (stereo not given) | -2 | -1 | 0 | -1.1 | -9 | / | 3 | 0 | -3 | 8
CCOC(=O)C1CCCN(S(=O)(=O)c2ccc(C)cc2)C1 (stereo not given) | 3 | -5 | -1 | -1.8 | 5 | 3 | 14 | -3 | -4 | 1
Cn1c(=O)c2[nH]c(C3CC4CCC3C4)nc2n(C)c1=O (stereo not given) | 2 | 1 | -2 | 0.3 | 4 | 7 | 3 | -5 | -2 | 0
CC1(C)CC(=O)C(C(C2=C(O)CC(C)(C)CC2=O)c2ccc(Cl)c([N+](=O)[O-])c2)C(=O)C1 (stereo not given) | 1 | -2 | -1 | 0.5 | -2 | 7 | -2 | -15 | -1 | 2
O=C(CSCc1ccc(Cl)cc1)NCc1ccccn1 | 2 | -2 | 0 | -1.1 | 2 | -2 | 4 | -8 | 6 | 2
COc1ccc(C(C(=O)NC(C)(C)C)N(C(=O)CCC(=O)Nc2cc(C)on2)c2cccc(F)c2)cc1 (stereo not given) | 0 | 2 | 4 | 0.9 | -4 | -2 | 12 | 4 | 5 | 0
COC(=O)[C@]12C[C@H](CC(=O)NCc3cccs3)C(=O)N(Cc3ccc(Cl)cc3Cl)C1=C[C@H](C(C)(C)C)O[C@@H]2C | 1 | 5 | -2 | / | 5 | / | -12 | -4 | -12 | /
CCOC(=O)c1sc(NC(=O)CSc2nc(-c3ccco3)cc(C(F)(F)F)n2)c(C(=O)OCC)c1C | -1 | 1 | 2 | 0.8 | -2 | 0 | -9 | -5 | 9 | -6
CC(=O)NC(CC(C)C)C(=O)NC(=O)NCc1ccccc1 (stereo not given) | -2 | -4 | -4 | -0.1 | 2 | 6 | -2 | 7 | -2 | 9
COc1cc2cc(C)c3nnc(SCC(=O)Nc4cc(C)on4)n3c2cc1OC | -2 | 3 | 2 | -2.9 | 7 | 10 | -14 | -4 | -7 | -6
Cc1csc(CNc2ncnc3ccc(-c4ccccc4Cl)cc23)c1 | -4 | 7 | -1 | -0.2 | -1 | -71 | 1 | -22 | -32 | -3
CCOc1ccc(-c2nnc(-c3ccco3)o2)cc1OCC | -6 | 2 | 4 | -1.9 | 1 | -1 | -5 | -6 | -3 | 3
OC(c1ccc(Cl)cc1)C(O)c1nc2ccccc2[nH]1 (stereo not given) | 1 | 1 | -1 | -1.2 | 3 | 4 | 8 | -3 | 3 | 1
N#C/C(=N\Nc1ccc(Cl)cc1)C(=N)N1CCCCC1 | 2 | -4 | 0 | -1.1 | 6 | 4 | 1 | 2 | 10 | 0

An excerpt from above in order of molar mass, largest number first:
SMILES | PRMT1 FP inh | rCAG binder | LEDGF integ inh | PG9 binder | Rev-erbA mod | HTRA1 inhibitor | TDP2 inh | SIAE inh | ABHD4 inh | TCR CD3 inh
CCOC(=O)c1sc(NC(=O)CSc2nc(-c3ccco3)cc(C(F)(F)F)n2)c(C(=O)OCC)c1C | -1 | 1 | 2 | 0.8 | -2 | 0 | -9 | -5 | 9 | -6
Nc1nnc(CC(=O)N/N=C/c2cccc(OCCOc3ccccc3)c2)s1 | 3 | 2 | 1 | -1.9 | -2 | -18 | 2 | -12 | 5 | -5
Cc1csc(CNc2ncnc3ccc(-c4ccccc4Cl)cc23)c1 | -4 | 7 | -1 | -0.2 | -1 | -71 | 1 | -22 | -32 | -3
OC(c1ccc(Cl)cc1)C(O)c1nc2ccccc2[nH]1 (stereo not given) | 1 | 1 | -1 | -1.2 | 3 | 4 | 8 | -3 | 3 | 1
O=[N+]([O-])c1ccc(CNc2cccc(F)c2)s1 | 4 | 0 | -7 | -1.6 | -2 | -1 | -12 | -3 | 3 | -11

Following part.
SMILES | PRMT1 FP inh | rCAG binder | LEDGF integ inh | PG9 binder | Rev-erbA mod | HTRA1 inhibitor | TDP2 inh | SIAE inh | ABHD4 inh | TCR CD3 inh
O=C1NC[C@H](CCCCN2C[C@H](Cc3ccccc3)N(Cc3ccccc3)C(=O)C2=O)N(CCC2CCCCC2)C1=O | -2 | 4 | 0 | -1.0 | -4 | / | 9 | 0 | 0 | 8
CN(CCOc1ccccc1)C(=O)CCc1c[nH]c2ccccc12 | 0 | -1 | -2 | -1.3 | 7 | -3 | 6 | 6 | -5 | 5
O=C(C[C@@H]1C/C=C\C[C@H](NC(=O)OCC2c3ccccc3-c3ccccc32)C(=O)OC[C@H]2CCCN2C1=O)N[C@@H](CO)Cc1ccccc1 | 2 | 6 | 1 | 0.6 | 2 | 2 | -1 | 6 | 5 | -4
CCn1nnnc1SCC(=O)Nc1cc(C)on1 | -5 | -3 | -1 | 0.5 | 2 | 2 | 1 | -1 | -1 | 1
Cc1cccc(Nc2nc3c(c(=O)n(C)c(=O)n3C)n2Cc2ccccc2)c1 | 1 | 4 | -2 | 0.5 | -8 | 0 | -6 | 7 | -5 | -1
NC(=S)Nc1nc2ccccc2s1 | 1 | 1 | 4 | -0.6 | 9 | -10 | -9 | -3 | -4 | 1
CCNC(=S)N1CCN(c2ccccn2)CC1 | 1 | -2 | 2 | -2.4 | -5 | 4 | 11 | 3 | 6 | 6
COc1ccc(S(=O)(=O)N(C)CC(=O)N2CCC(C(N)=O)CC2)cc1Cl | -1 | 1 | 4 | 1.9 | -4 | 2 | -2 | 2 | 0 | 8
CC1=NN(C(=O)CCc2ccccc2)C(c2ccccc2)C1 (stereo not given) | -3 | -7 | -2 | -2.0 | 8 | -3 | 7 | 6 | 3 | 6
OCCNCCNCc1ccccc1OCc1ccccc1 | 3 | 0 | 1 | 0.8 | 0 | 3 | 4 | -3 | 4 | -6
CSc1ncc(CN2CCc3c([nH]c4ccccc34)C2c2cccc(O)c2)cn1 (stereo not given) | 3 | 9 | 3 | -3.3 | 3 | -26 | -21 | 1 | -23 | -7
COCC(C)n1c(SCC(=O)Nc2cc(C)on2)nc2ccccc2c1=O (stereo not given) | 14 | -6 | 0 | 1.9 | 0 | -15 | 4 | 2 | 1 | -16
CCOc1ccc(NC(=O)CN(C)CC(=O)NC2CCCc3ccccc32)cc1OCC (stereo not given) | 0 | -8 | 0 | -1.5 | -4 | -1 | 6 | 6 | -1 | 3
CCN(CC)CCN(Cc1cc2ccc(C)c(C)c2[nH]c1=O)C(=S)NCc1ccco1 | 5 | -2 | -4 | 2.0 | -3 | -16 | -7 | 1 | 11 | -8
CCOc1ccc(NC(=O)c2cn(-c3ccc(OCC)cc3)c(=O)c3cc(OC)c(OC)cc23)cc1 | -3 | 8 | 0 | 0.2 | -3 | -27 | -3 | -6 | -2 | 6
COc1nnc(-c2ccc(C)c(S(N)(=O)=O)c2)c2ccccc12 | -1 | 1 | 2 | -0.4 | 2 | 1 | 16 | 3 | 0 | 6
O=C(NCc1cc(C(F)(F)F)ccc1Cl)c1cccc2c1C(=O)c1ccc(N3CCC(N4CCCCC4)CC3)cc1S2(=O)=O | 5 | 10 | -17 | -1.4 | -23 | -28 | -1 | -8 | -2 | 3
COc1cccc(NC(=O)CSc2nc3ccccc3c(=O)n2C)c1 | 1 | -1 | 1 | -0.5 | 3 | -9 | -11 | -2 | -2 | 2
C[C@H](O)[C@@H]1C(=O)N2CCc3c([nH]c4c(-c5ccccc5)cccc34)[C@@H]2C[C@@H]1N(C)C(=O)Nc1ccccc1 | 0 | 7 | 0 | 0.0 | -1 | / | 0 | -3 | -9 | 10
O=C(N/C(=C\c1ccc(Br)cc1)c1nc2ccccc2[nH]1)c1ccco1 | 17 | 6 | 0 | -2.0 | -3 | -15 | -25 | -10 | -13 | -1
CC(C)(C)C1CCc2[nH]c3ccccc3c(=O)c2C1 (stereo not given) | -1 | 0 | 1 | 2.7 | -3 | -6 | -4 | 4 | -3 | -3
O=[N+]([O-])c1ccccc1S(=O)c1ccccc1[N+](=O)[O-] | -4 | 0 | 0 | -0.9 | -6 | / | -2 | -1 | -2 | -3

Single values from the results shown:
For rCAG binder, O=C(CN1C(=O)NC2(CCCC2)C1=O)OCC(=O)c1cccc(Cl)c1 has the entry 5
For TDP2 inh, COc1ccc(CCNc2ccc(C(CC(N)=O)NC(=O)c3cc(OC)ccc3OC)cc2[N+](=O)[O-])cc1 (stereo not given) has the entry -5

Record cards, as listed above:
Nc1nnc(CC(=O)N/N=C/c2cccc(OCCOc3ccccc3)c2)s1 in the list: PRMT1 FP inh: 3; rCAG binder: 2; LEDGF integ inh: 1; PG9 binder: -1.9; Rev-erbA mod: -2; HTRA1 inhibitor: -18; TDP2 inh: 2; SIAE inh: -12; ABHD4 inh: 5; TCR CD3 inh: -5
O=[N+]([O-])c1ccccc1S(=O)c1ccccc1[N+](=O)[O-] in the list: PRMT1 FP inh: -4; rCAG binder: 0; LEDGF integ inh: 0; PG9 binder: -0.9; Rev-erbA mod: -6; HTRA1 inhibitor: /; TDP2 inh: -2; SIAE inh: -1; ABHD4 inh: -2; TCR CD3 inh: -3

Only part of the results is shown, so the mix of outcomes need not match the whole.
